Assay outcomes (PubChem BioAssay)
IDE cell inh: inhibits human insulin-degrading enzyme in HEK cells; FAbetaB cleavage, fluorescence polarization; inhibition, % at 5.59 µM; hit rate 0.41% among 320,000; AID 434962;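 active = percent inhibition above the average of all tested compounds plus 3 SD, set per screening campaign, cut at about 16% in these data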;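 also: IDE supplied by intact live HEK cells; FP after avidin binding of uncleaved biotin substrate so inhibition keeps polarization high; 0% = DMSO wells and 100% = 60 µM reference IDE inhibitor Ii1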
CRFBP-R2 agonist: CRF-BP/CRF-R2 complex agonism; activation, % at 13.2 µM; HEK293 CRF-R2/CRF-BP, calcium dye fluorescence (FLIPR); percent of saturating CRF peptide response; AID 588473; hit rate 0.46% among 350,000;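 active = activation of at least 50%, plus an integration ratio under a set limit after plate pattern correction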;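 also: plate controls were neutral control wells without compound for no effect and CRF at EC100 for full effect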
CRFBP-R2 block: antagonists of CRF-binding protein/CRF-R2 receptor complex; HEK293 CRF-R2/CRF-BP, CRF-induced calcium fluorescence; inhibition, % at 11.8 µM; hit rate 0.59% among 350,000; AID 588475;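 active = inhibition of the ligand-induced calcium signal above about 50% at the single tested concentration, limit read from the data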
M5 ag: agonists of human muscarinic M5 receptor (CHRM5); CHO-K1 hM5 cells, Fluo-8 calcium fluorescence; 0% DMSO wells, 100% maximal acetylcholine response; activation, % at 3 µM; hit rate 0.19% among 360,000; AID 624037;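 active = activation above the run's mean over test compounds plus 3 SD, cut at about 23% in these data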;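 also: signal is peak over basal fluorescence ratio across the kinetic read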
Target sequence (P08912 whole entry, looked up): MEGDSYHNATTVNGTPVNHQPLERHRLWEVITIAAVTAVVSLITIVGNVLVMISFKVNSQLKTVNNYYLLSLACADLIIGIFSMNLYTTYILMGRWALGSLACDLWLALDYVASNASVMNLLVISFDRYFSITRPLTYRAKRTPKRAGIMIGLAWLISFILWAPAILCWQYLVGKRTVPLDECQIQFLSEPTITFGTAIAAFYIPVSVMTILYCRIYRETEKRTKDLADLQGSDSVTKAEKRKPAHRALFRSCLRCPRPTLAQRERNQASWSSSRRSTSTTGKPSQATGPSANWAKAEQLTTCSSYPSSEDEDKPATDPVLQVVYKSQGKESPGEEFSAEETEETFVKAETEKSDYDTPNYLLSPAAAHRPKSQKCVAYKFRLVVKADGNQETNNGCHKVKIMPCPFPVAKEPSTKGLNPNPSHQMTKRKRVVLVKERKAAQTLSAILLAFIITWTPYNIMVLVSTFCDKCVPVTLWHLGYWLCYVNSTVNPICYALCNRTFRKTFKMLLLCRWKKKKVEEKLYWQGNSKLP
CHRM5 PAM: potentiates acetylcholine response at human M5 receptor; P08912; CHO-K1 hM5, Fluo-8 calcium, ACh EC20 PAM; 0% = ACh EC20, 100% = ACh EC100; activation, % at 3 µM; hit rate 0.3% among 360,000; AID 624038;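 active = activation above the run cutoff, the mean activation of all test compounds plus 3 SD, cut at about 18% in these data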
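System: CHO-K1 cell line with stable human muscarinic M5 receptor expression | Also added: EC20 acetylcholine as agonist stimulus | Compound: One concentration, 3 µM final (nominal) | Timing: Fluo-8 loading 80 min at 37 °C plus 30 min room temperature | Measured by: Fluo-8 calcium dye fluorescence, kinetic read | Read-out basis: % activation, ACh-normalized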
CHRM4 PAM: potentiates acetylcholine response at human M4 receptor | activation, % at 3 µM | hit rate 0.4% among 360,000 | P08173 | CHO-K1 hM4/Gqi5, Fluo-8 calcium fluorescence, ACh EC20; 0% = ACh EC20, 100% = maximal ACh;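 active = activation above its plate's cutoff, the mean activation of sample wells plus 3 SD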; also: some results filed as inactive read as strong as hits
Target sequence (P08173 whole entry, looked up): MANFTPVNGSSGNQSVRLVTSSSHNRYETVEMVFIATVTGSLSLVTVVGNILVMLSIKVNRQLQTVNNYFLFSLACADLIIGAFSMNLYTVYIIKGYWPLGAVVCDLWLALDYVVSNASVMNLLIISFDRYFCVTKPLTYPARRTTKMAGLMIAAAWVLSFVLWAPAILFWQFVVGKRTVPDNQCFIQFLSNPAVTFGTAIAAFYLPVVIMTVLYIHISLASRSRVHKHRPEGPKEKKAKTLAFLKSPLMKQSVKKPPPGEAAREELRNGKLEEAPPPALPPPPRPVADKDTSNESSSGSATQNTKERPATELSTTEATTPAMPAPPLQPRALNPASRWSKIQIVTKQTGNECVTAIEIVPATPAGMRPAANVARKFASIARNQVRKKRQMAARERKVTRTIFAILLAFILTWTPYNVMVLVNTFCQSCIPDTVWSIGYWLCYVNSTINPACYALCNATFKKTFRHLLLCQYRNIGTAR
M4 ag: agonists of human muscarinic M4 receptor (CHRM4); P08173; CHO-K1 hM4/Gqi5, Fluo-8 calcium fluorescence; vehicle 0%, full acetylcholine response 100%; activation, % at 3 µM; hit rate 0.14% among 360,000;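 active = activation above the run mean over all test wells plus 3 SD, cut at about 32% in these data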;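 also: peak over basal fluorescence ratio per well then scaled between controls; 0% = DMSO wells and 100% = acetylcholine at EC100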
CHRM4 antagonist: CHRM4 antagonism in calcium assay; inhibition, % at 3 µM; AID 624125; hit rate 0.73% among 360,000; P08173; CHO-hM4 cells, ACh EC80, Fluo-8 calcium fluorescence;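 active = inhibition above its plate's cutoff, the mean inhibition of sample wells plus 3 SD, cut at about 27% in these data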;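 also: 0% = acetylcholine EC80 with DMSO and 100% = DMSO without agonist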
CHRM5 antagonist: blocks acetylcholine activation of human M5 receptor; P08912; CHO-hM5 cells, Fluo-8 calcium fluorescence, ACh EC80; inhibition, % at 3 µM; hit rate 0.59% among 360,000; AID 624040;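 active = inhibition above a per-plate cutoff, the mean of that plate's test compounds plus 3 SD, cut at about 27% in these data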;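 also: 0% = acetylcholine EC80 with DMSO and 100% = DMSO without agonist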
An asterisk follows results filed as active; / = not tested or not shown.

SMILES	IDE cell inh	CRFBP-R2 agonist	CRFBP-R2 block	M5 ag	CHRM5 PAM	CHRM4 PAM	M4 ag	CHRM4 antagonist	CHRM5 antagonist
CCNC(=O)C1CCCN(Cc2ccc(OCc3ccccc3)cc2)CC1 (configuration not stated)	/	/	/	-3.4	-4.5	-10.2	2.5	8.3	9.2
CC1=C(C(=O)OCC2CCCO2)C(c2ccccc2)C2=C(CC(C)(C)CC2=O)N1 (configuration not stated)	2.7	-1.5	-4.4	-5.8	3.1	15.1	1.0	0.7	-7.8
Cc1ccccc1NC(=O)COc1ccccc1C	-0.3	-2.0	-12.6	-0.3	-1.2	4.1	0.3	-3.5	-4.1
O=C(C1=NNCC1c1ccc(Cl)cc1)C1CO1 (configuration not stated)	/	-0.3	-1.4	-0.8	-1.6	-1.6	0.9	1.9	2.9
CCC(=O)N1CCc2cc(S(=O)(=O)CCC(=O)Nc3ccc(OC)cc3)ccc21	0.2	-1.3	16.5	0.9	0.8	-7.9	0.3	-0.8	-5.8
CCOc1ccc(/C=C/C(=O)NCCc2ccc(OC)c(OC)c2)cc1	3.6	0.7	2.0	0.5	-7.6	4.3	4.0	-1.2	9.9
COc1ccccc1N1CCN(C(=O)COc2cc(C)cc(C)c2)CC1	-2.7	-0.9	11.7	-1.3	4.7	7.5	2.1	-5.0	7.3
CCCC(=O)OCC(=O)NC1CCCc2ccccc21 (configuration not stated)	1.1	-3.1	7.2	-3.8	-3.3	-2.4	1.3	3.5	12.3
O=C(N/N=C/c1ccc2ncccc2c1)c1cccc([N+](=O)[O-])c1	3.2	1.6	-7.0	-0.9	-4.2	-1.1	0.8	0.3	15.6
NNC(=O)c1cncn1-c1ccc(F)cc1	9.1	-0.3	2.6	0.7	4.3	3.5	1.6	-1.3	-1.5
CC(Oc1cccc(Cl)c1)C(=O)Nc1ccc(S(=O)(=O)Nc2ncccn2)cc1 (configuration not stated)	-5.1	-1.0	-11.5	1.5	-2.8	6.3	-0.1	-4.6	1.6
O=C(COc1ccc(S(=O)(=O)N2CCOCC2)cc1)Nc1ccccc1F	8.5	1.3	-4.0	1.7	-8.5	-6.3	8.8	-1.1	6.7
Cc1ccc(C2=NC(C(F)(F)F)(C(F)(F)F)c3c(n(-c4ccc(F)cc4)c(=O)[nH]c3=O)N2)cc1	-2.9	5.8	23.7	4.3	-5.1	-5.7	6.5	-3.5	9.5
COc1c2ccoc2c(OC[C@@H](O)C(C)(C)O)c2oc(=O)ccc12	-3.1	-0.6	-1.6	5.4	-1.8	-0.5	2.2	1.5	3.8
O=C(NCC(c1ccco1)N1CCc2ccccc21)c1ccc([N+](=O)[O-])cc1 (configuration not stated)	-1.1	0.1	23.5	-5.9	-10.0	-0.6	0.1	-7.1	3.6
O=C(COC(=O)c1cc(Br)ccc1O)Nc1cc(S(=O)(=O)N2CCCC2)ccc1Cl	/	-1.8	-1.7	-0.8	-4.3	9.4	0.5	-11.0	15.7
Cc1ccc(S(=O)(=O)N(CC(=O)NCc2ccccn2)c2ccc(Cl)cc2)cc1	-2.5	-0.5	4.0	-2.4	-1.4	4.7	1.0	5.0	17.0
CC(C)c1ccccc1OCC(=O)NN1C(=O)c2ccccc2C1=O	3.0	1.5	-6.1	-3.8	-2.2	-2.7	0.7	-5.8	-1.4
O=C(CSc1nnc(CNC(=O)c2ccccc2)o1)c1ccccc1	7.5	1.3	-18.0	-2.4	1.0	-2.3	2.6	-6.3	7.2
Fc1ccccc1NC(=S)N(CCN1CCCCCC1)Cc1cccs1	-1.6	0.0	-3.6	-7.3	-6.3	-3.0	1.1	6.5	10.7
O=C(Nc1ccc(S(=O)(=O)N2CCCC2)cc1)c1cccs1	2.8	0.6	-4.9	2.6	6.0	4.0	1.1	-3.8	-6.9
COc1cccc2[nH]c3c(N4CCCCC4)ncnc3c12	0.0	-1.8	6.6	-0.4	-6.4	11.5	6.4	3.9	10.1
CC(=O)Nc1ccc(S(=O)(=O)N2CCC(C(=O)NC3CC3)CC2)cc1	2.1	3.2	-3.7	-4.1	-6.3	-1.9	0.8	13.0	1.8
CN(C)CCCn1c2c3ccccc3ccc2c2oc(=O)c3ccccc3c21	/	1.4	-17.9	-1.7	0.0	-5.9	5.5	-2.8	7.7
O=C(Nc1ccncc1)c1cccc(S(=O)(=O)N2CCOCC2)c1	0.6	0.9	-5.3	-2.6	0.1	0.7	1.5	7.5	-5.1

New compounds follow:
SMILES	IDE cell inh	CRFBP-R2 agonist	CRFBP-R2 block	M5 ag	CHRM5 PAM	CHRM4 PAM	M4 ag	CHRM4 antagonist	CHRM5 antagonist
CCCSc1ccc([C@@H]2[C@H]3C(=O)N(CC)C(=O)[C@H]3[C@]3(C(=O)OC)CCCN23)cc1	-3.2	-0.4	3.4	3.1	6.2	1.0	2.4	5.9	3.0
O=C(Nc1ccc(OC(F)F)cc1)c1cc(S(=O)(=O)N2CCCCC2)ccc1N1CCOCC1	-0.8	0.6	3.7	0.1	7.1	-1.0	1.0	0.8	-3.0
O=[N+]([O-])c1ccc(N2CCN(Cc3cccc([N+](=O)[O-])c3)CC2)cc1	0.0	0.8	35.0	-12.0	-15.2	-12.0	3.8	-9.4	-5.4
CCN(CC)S(=O)(=O)c1ccc(-c2nnc(SCC(=O)Nc3cc(OC)cc(OC)c3)o2)cc1	-3.5	-0.5	-13.8	0.4	3.4	-3.2	2.1	8.2	-5.1
Cc1cccc(S(=O)(=O)c2c(C)cc(C)nc2Cl)c1	-1.5	-0.8	7.0	0.5	-6.1	5.0	0.9	-14.7	-1.2
CCc1sc(C(=O)Nc2ccc(N3CCOCC3)cc2)cc1C	1.4	-2.7	7.7	-0.7	12.3	2.9	3.1	-6.0	-3.9
CC(C)c1nnc(NC(=O)C2CCCN2S(=O)(=O)c2ccc(Cl)cc2)s1 (configuration not stated)	1.6	1.1	-33.8	-0.4	0.2	0.8	0.7	0.5	-0.9
Cc1ccc(S(=O)(=O)N2CCC(NC(=O)C3CCCCC3)CC2)cc1	-0.5	0.4	10.0	-3.0	3.6	10.3	1.3	-21.3	5.1
CC(=O)Nc1ccc(S(=O)(=O)N2CCNC(=O)C2)cc1	3.9	-1.0	15.8	2.6	-4.0	7.5	0.3	4.0	12.4
COc1ccc(C(=O)CN(C(=O)c2ccc(Cl)cc2)N2C(=O)C3CCCCC3C2=O)cc1 (configuration not stated)	-2.8	-1.8	-5.9	0.2	-6.2	-6.4	7.5	4.3	7.1
CC(C)C#Cc1cnc2c(c1)C(=O)N([C@H](C)CO)C[C@@H](C)[C@H](CN(C)C(=O)Nc1ccccc1F)O2	/	-1.2	-1.1	-0.4	8.1	5.0	0.6	-17.6	-8.7
CCCCC(=O)Nc1ccc(C)c(O)c1	0.0	-1.3	11.2	-2.6	-0.2	12.5	0.1	-8.3	-2.2
O=C(Cn1nnc(-c2ccc(F)cc2)n1)Nc1ccc2c(c1)OCCO2	-1.2	-2.0	-17.0	-2.4	2.6	7.8	2.2	-3.9	11.0
CCN(CC)c1ccc(/C=C2\C(=O)c3ccc(C(=O)O)cc3C2=O)cc1	141.5*	247.9*	-243.0	31.6*	-20.6	-11.4	19.9	31.7*	25.3
CCc1cccc(NC(=O)COC(=O)c2cc(=O)c3ccccc3o2)c1	/	-0.3	-0.3	3.3	-1.8	10.9	0.5	-0.3	0.4
O=C(Cn1nnc2ccccc21)NNC(=O)c1ccccc1	3.0	-4.7	4.1	1.6	-1.6	-3.5	-0.6	7.1	0.6
CN(C(=O)COC(=O)c1ccc(Cl)c(N)c1)c1ccccc1	4.2	-1.9	-1.1	-2.2	3.8	-4.4	0.1	8.5	6.5
Cc1ccc(Cn2cccc(NC(=O)NC3CCCCC3)c2=O)cc1	-1.3	0.2	1.3	-4.6	33.8*	4.2	1.4	2.1	-8.0
CC(=O)NC1(C(F)(F)F)C(=O)Nc2c1c(=O)[nH]c(=O)n2CC(C)C (configuration not stated)	3.5	-1.3	-2.4	2.5	0.3	-4.6	0.5	2.0	12.3
Cc1nc(SCC(=O)c2ccc(F)c(F)c2)[nH]c(=O)c1Oc1ccc(Cl)cc1	4.7	-3.6	6.2	0.1	2.5	-3.5	-0.1	-6.3	8.6
COC(=O)c1cc(C)nc(Nc2nc(C(N)Cc3ccc(Cl)cc3)cs2)n1 (configuration not stated)	/	/	/	3.6	1.2	-0.3	13.3	1.2	0.9
COc1ccc(F)cc1S(=O)(=O)NCC(=O)NCc1cc(=O)n(C)c(=O)n1C	7.8	0.1	76.5*	-2.6	3.4	10.1	1.3	-20.5	-4.2
COc1cc(C)nc(NS(=O)(=O)c2ccccc2)n1	1.6	1.2	-9.5	2.0	-3.1	3.5	0.2	-3.8	-0.7
COCCN(C(=O)CSc1ccc2c(c1)OCCO2)c1c(N)n(CC(C)C)c(=O)[nH]c1=O	-1.9	-1.7	11.9	2.8	-2.2	5.8	0.7	-6.5	7.9
Cc1cc(C)n2c(SCC(=O)NC3CCCC(C)C3C)nnc2n1 (configuration not stated)	3.6	0.3	-3.5	-1.5	-6.1	-5.2	0.9	2.0	4.4

Not a retest: three of the compounds above.
SMILES	IDE cell inh	CRFBP-R2 agonist	CRFBP-R2 block	M5 ag	CHRM5 PAM	CHRM4 PAM	M4 ag	CHRM4 antagonist	CHRM5 antagonist
CCCSc1ccc([C@@H]2[C@H]3C(=O)N(CC)C(=O)[C@H]3[C@]3(C(=O)OC)CCCN23)cc1	-3.2	-0.4	3.4	3.1	6.2	1.0	2.4	5.9	3.0
O=C(Nc1ccc(OC(F)F)cc1)c1cc(S(=O)(=O)N2CCCCC2)ccc1N1CCOCC1	-0.8	0.6	3.7	0.1	7.1	-1.0	1.0	0.8	-3.0
O=[N+]([O-])c1ccc(N2CCN(Cc3cccc([N+](=O)[O-])c3)CC2)cc1	0.0	0.8	35.0	-12.0	-15.2	-12.0	3.8	-9.4	-5.4

New compounds follow.
SMILES	IDE cell inh	CRFBP-R2 agonist	CRFBP-R2 block	M5 ag	CHRM5 PAM	CHRM4 PAM	M4 ag	CHRM4 antagonist	CHRM5 antagonist
COc1ccc(NC(=O)C(c2cc3ccccc3o2)n2c(=O)c(-c3cc4ccccc4[nH]3)nc3ccccc32)cc1 (configuration not stated)	/	/	/	3.0	2.3	2.0	1.4	9.4	4.2
Cc1onc(-c2c(F)cccc2Cl)c1C(=O)NC(C)c1ccccc1 (configuration not stated)	-0.6	-2.0	-0.4	-4.6	-1.2	6.5	-0.4	-30.0	2.5
CC(C)(CN1CCOCC1)NS(=O)(=O)c1ccccc1	2.7	-0.1	8.3	0.1	3.1	5.8	1.8	-3.3	3.3
CNC(=O)CN1C(=O)c2cccc3cccc1c23	0.9	-0.9	1.0	-1.1	-5.7	0.4	0.6	-6.2	3.0
CCCC(=O)Nc1ccc(C(=O)NNC(=S)NC(=O)c2cccs2)cc1	3.9	-1.9	-8.0	0.8	-0.7	12.6	0.1	-8.6	-2.3
C#CCN(C[C@@H]1[C@@H](OC(=O)Nc2cccs2)[C@@H](OC(=O)Nc2cccs2)Cn2c(=O)ccc(=O)n21)S(=O)(=O)c1ccc(C)cc1	/	0.6	5.9	1.0	-1.3	-0.3	0.4	-3.7	-2.2
O=C1CC(SC2=NCCS2)C(=O)N1c1ccc(Cl)cc1 (configuration not stated)	1.0	-2.3	15.5	-0.5	-0.9	-6.7	2.7	4.5	-1.8
CCN(CC)C(=O)[C@H]1C[C@H](CC(=O)NCc2ccc(OC)c(OC)c2)C(=O)N2CCc3c([nH]c4cc(-c5ccco5)ccc34)[C@]12C	/	1.4	6.9	0.7	2.0	-6.0	3.5	-14.0	-13.9
